DENV2 CPE: DENV2-induced cell death inhibition | DENV2-infected cells, cytopathic effect rescue, plate reader | CPE inhibition, % at 9.99 µM | 350,000 tested, 1.7% active; in the data active = CPE inhibition above about 20%, passing the limit was not always enough; inconclusive = no clear call, values can overlap the other calls; tested in BHK-21 cells;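 also: 0% = median of neutral control wells and 100% = median of positive control wells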
F508del corr: CFTR F508del correction in bronchial cells. CFBE cells, YFP halide quenching; stimulated with forskolin plus potentiator P3; % fluorescence drop versus neutral controls. activity (quench increase), % at 7.58 µM. 350,000 tested, 0.36% active;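 active = mean added fluorescence quench of at least 8% versus neutral control, with both replicates also reaching 8%; inconclusive = only one of the mean or replicate conditions met; inactive = mean below 8% and not both replicates reaching 8%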;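 also: cells transiently co-express mutant CFTR-F508del with the halide-sensitive YFP; corrector assay measuring rescue of mutant channel to the surface after 24 h compound exposure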
ARNT-TACC3 inh: disrupts binding between human ARNT and TACC3; Q9Y6A5; AlphaScreen His-ARNT PAS-B/GST-TACC3 binding, luminescence; TACC3 fragment carries E629A point mutation; inhibition, % at 9.99 µM; 390,000 tested, 0.66% active;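 active = mean inhibition of replicates at least 50% and at least half of replicates each reaching 50%; inconclusive = half or more replicates reach 50% but mean below 50%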;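 also: 0% = complete ARNT plus TACC3 wells and 100% = ARNT alone without TACC3; many hits fall short of the cut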
GSIS activator: primary screen for activators of insulin secretion dependent on glucose, INS-1E cells, GLuc reporter luminescence; 370,000 tested, 0.61% active; INS-1E GLuc reporter insulin secretion, 2-3 h; activation, % at 16.6 µM;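 active = lowest replicate activation of at least 40%, so every replicate reaches that level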;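 also: 0% = median of neutral control wells and 100% = median of IBMX positive control wells; some compounds called inactive have numbers as strong as hits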
XiGFP reactiv: reactivates the inactive X chromosome in mouse fibroblasts. XiGFP mouse fibroblasts, % GFP-positive cells imaging, 3 d; cells co-treated with 5-aza-dC sensitizer; scaled so ellipticine positive control = 100%. activation, % at 7.58 µM. 360,000 tested, 0.055% active. AID 743238;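 active = mean normalized replicate activation at least 10% and every replicate at or above 10%; inconclusive = only one of the two criteria met; inactive = mean below 10% and not all replicates reach 10%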;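 also: 0% = median of on-plate neutral control wells and 100% = ellipticine 6 µM median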
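material = 68-5-11 XiGFP fibroblast line | medium = DMEM plus 5-aza-dC sensitizer | schedule = 3 days compound exposure | benchmarks = positive control ellipticine, 6 µM final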
ERp5 inh: ERp5 (human) disulfide isomerase inhibition; Q15084; ERp5 insulin aggregation, absorbance 650 nm, 90 min; inhibition, % at 9.99 µM; 350,000 tested, 0.05% active; AID 651711;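 active = mean replicate inhibition above about 25%, with every replicate also reaching it, limit read from the data, passing the limit was not always enough; inconclusive = only one of those two criteria met; inactive = neither criterion met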
Target sequence (Q15084 whole entry, looked up): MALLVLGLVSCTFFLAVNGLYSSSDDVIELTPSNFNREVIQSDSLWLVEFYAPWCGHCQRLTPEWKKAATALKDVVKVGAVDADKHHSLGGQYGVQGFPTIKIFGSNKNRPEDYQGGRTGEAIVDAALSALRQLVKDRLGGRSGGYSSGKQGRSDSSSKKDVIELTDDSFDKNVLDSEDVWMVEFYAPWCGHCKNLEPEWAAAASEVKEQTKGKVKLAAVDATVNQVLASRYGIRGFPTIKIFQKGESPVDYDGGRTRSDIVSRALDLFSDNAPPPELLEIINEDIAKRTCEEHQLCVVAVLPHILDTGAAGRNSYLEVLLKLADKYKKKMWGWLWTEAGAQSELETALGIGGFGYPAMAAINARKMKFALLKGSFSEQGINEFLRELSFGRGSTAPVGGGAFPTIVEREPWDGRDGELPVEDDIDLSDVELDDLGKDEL
PAX8 reporter: PAX8 transcriptional activity inhibition; 360,000 tested, 1.2% active; inhibition, % at 12.6 µM; RMG-I TPO-luciferase reporter, SteadyGlo, 24 h;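 active = mean replicate inhibition at least 60% with every replicate also reaching 60%; inconclusive = only one of the two criteria is met; inactive = mean below 60% and not all replicates reaching 60%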;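 also: luciferase light reporting Pax8 driven TPO promoter activity; plate controls were median of neutral control wells for no effect and mitoxantrone controls for full effect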
EWS-Fli inh: inhibitors of EWS/Fli oncoprotein transcriptional activity; 350,000 tested, 0.67% active; AID 651661; A673 NR0B1-luciferase reporter, viability-normalised; inhibition, % at 12.6 µM;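 active = mean inhibition of at least 50% after viability correction, with every replicate also passing that limit; inconclusive = mean reaches 50% but only one of two replicates passes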;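 also: firefly luciferase signal divided by Alamar Blue viability fluorescence both relative to DMSO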
Numbers without * were called inactive; ? = inconclusive; . = not tested or not shown.

SMILES	DENV2 CPE	F508del corr	ARNT-TACC3 inh	GSIS activator	XiGFP reactiv	ERp5 inh	PAX8 reporter	EWS-Fli inh
CCn1nnc(NC(=O)c2ccco2)n1	3	-1.7	13	-6	0.2	1	-11	-13
COc1ccc([C@H]2C[C@H](n3cc(COC(=O)c4ccccc4)nn3)[C@@H](O)CN2CC2CCCCC2)cc1	9	-3.2	.	-36	0.2	-7	2	2
CC(=O)c1c(C)n(CC(=O)NCc2ccco2)c2ccccc12	7	-2.0	-11	2	-0.2	-6	-6	-15
O=C(NC(=S)Nc1cc(-c2nc3ccccc3[nH]2)ccc1Cl)c1ccc2c(c1)OCO2	.	.	-2	14	0.1	.	-93	.
O=C(COc1nsnc1N1CCOCC1)Nc1ccc(Br)cc1	-5	-2.7	.	-11	0.0	1	12	8
C/C(CC(C)C)=N\NC(=O)Nc1ccccc1	.	-0.4	-4	-2	-0.1	-2	37	-4
COc1ccccc1NC(=O)Nc1nc(CC(=O)Nc2ccccc2F)cs1	-3	4.5	5	-12	0.0	-1	5	-19
COc1ccc(N2CCN(C(=O)c3ccc(COc4ccc([N+](=O)[O-])cc4)o3)CC2)cc1	1	1.9	-4	-17	0.1	2	19	.
CCCC#Cc1ccc([C@@H]2[C@@H](CO)N(C(=O)C3CCOCC3)[C@H]2C#N)cc1	?	3.1	-12	2	0.2	1	-4	0
Brc1cccc(CNCc2cccs2)c1	.	.	-13	34	1.3	.	-37	.
Cc1ccc(S(=O)(=O)N2CCOCC2)cc1C(=O)OCC(=O)NCCc1ccc(F)cc1	-1	2.1	1	-16	0.0	2	-12	3
O=C(Nc1ccc(Cl)cc1)N[C@H]1CC[C@@H](CCn2cc(-c3ccccc3F)nn2)O[C@@H]1CO	10	1.1	-5	-2	0.9	1	7	11
COc1ccc(NC(=O)N(C)C[C@@H]2Oc3ncc(-c4cccc(OC)c4)cc3C(=O)N([C@H](C)CO)C[C@@H]2C)cc1	.	-0.6	.	-17	0.3	.	.	13
CN(C)c1nnnn1Cc1ccc(Cl)cc1Cl	10	-1.1	.	5	0.1	0	8	10
CN(Cc1ccccc1Cl)C(=O)C1CCC(=O)N(CCc2cccc(F)c2)C1 (stereo not drawn)	-13	-2.2	-1	-3	0.4	5	-9	-7
C[C@@H]1CN([C@@H](C)CO)C(=O)c2cccc(NC(=O)C3CCCCC3)c2O[C@@H]1CN(C)CC1CCCCC1	-6	0.1	-7	8	-0.3	1	1	1
O=C(NC[C@@H]1[C@@H](c2ccccc2)[C@@H](CO)N1Cc1ccccn1)C1CC1	18	2.5	23	10	0.0	5	9	-7
C=CCn1c(NC(C)c2cc(Cl)ccc2O)nc2ccccc21 (stereo not drawn)	-3	-0.5	2	-50	0.0	2	10	9
S=C1NCN(Cc2ccco2)CN1c1cccc2ccccc12	-1	1.7	5	.	0.2	.	7	1
CC(C)C#Cc1ccc2c(c1)O[C@H](CN(C)C(=O)c1cccc(F)c1)[C@@H](C)CN([C@H](C)CO)S2(=O)=O	-10	-0.7	.	-11	0.4	1	.	10
CCOC(=O)/C(=N\Nc1ccccc1Cl)N1CCN(c2ccccc2OC)CC1	-3	2.7	-2	5	0.0	-49	15	15
CCCCn1c(N)c(N(CC)C(=O)c2cc(C)cc(C)c2)c(=O)[nH]c1=O	35*	-0.4	-7	5	0.3	2	-3	2
COc1ccc(C(=O)N(C)Cc2ccc(C)o2)cc1OC1CCN(C(C)=O)CC1	?	-2.7	-1	-10	0.0	-7	-5	.
C[C@@H]1CN([C@H](C)CO)C(=O)c2cc(NC(=O)C3CCCCC3)ccc2O[C@H]1CN(C)Cc1ccncc1	-14	0.9	9	2	-0.1	-14	-13	0
C[C@@H]1CN([C@H](C)CO)S(=O)(=O)c2ccc(Br)cc2O[C@@H]1CN(C)Cc1ccccc1	-11	0.3	1	-9	-0.1	2	-2	15

Next section.
SMILES	DENV2 CPE	F508del corr	ARNT-TACC3 inh	GSIS activator	XiGFP reactiv	ERp5 inh	PAX8 reporter	EWS-Fli inh
Clc1ccc(Nc2c3c(nc4ncnn24)CCC3)cc1	2	0.9	1	13	-0.1	1	38	2
CCCCCCCCN1C(=O)[C@H](CC(=O)N2CCN(C(=O)OCC)CC2)C[C@@]2(C(=O)OC)CC(C)(C)CC=C12	-6	1.2	.	-16	9.3	-1	6	-13
Cc1cc(C)cc(-c2nc(-c3ccncc3)no2)c1	?	2.8	-7	-6	-0.1	1	-96	-42
CC(C)CC#Cc1ccc([C@H]2[C@H](CO)N3C(=O)CN(C(=O)c4cccc(F)c4)C[C@@H]23)cc1	-5	6.9	.	-9	0.1	-3	7	9
COc1ccc(-c2n[nH]c3c2CN(C(=O)c2ccccc2)CC3)cc1	4	0.6	1	12	0.1	0	5	.
C[C@@H]1CCCCO[C@H](CN(C)C(=O)Nc2ccc(C(F)(F)F)cc2)[C@H](C)CN([C@@H](C)CO)C(=O)c2cc(NC(=O)Nc3ccc(F)cc3)ccc2O1	4	5.3	-2	0	0.1	0	27	-2
O=C(C[C@H]1CC[C@@H]2[C@H](COC[C@H](O)CN2CCc2ccccc2)O1)NCc1ccc(F)cc1	?	0.8	3	-17	-0.2	2	-8	3
CCOC(=O)C(=CNc1cc(Cl)c(-c2ccco2)c(Cl)c1)C(=O)OCC	-8	-4.0	10	.	0.1	2	-5	-18
Cc1c(C)c2ccc(OCC(=O)N3CCN(c4ccc(F)cc4)CC3)c(C)c2oc1=O	-4	-3.8	1	8	0.0	-2	-13	.
CSc1nnc(N2C(=O)C(O)=C(C(=O)c3ccco3)C2c2ccc(F)cc2)s1 (stereo not drawn)	-3	1.3	-4	2	0.1	10	-24	-13
CCN1C(=O)N[C@@H](c2cccc(C(F)(F)F)c2)C(C(=O)OC)=C1C	8	1.9	-10	8	-0.1	1	-25	-7
CC=Cc1ccc2n(c1=O)C[C@@H]1[C@@H](CO)[C@H](C(=O)NCCC)N(C(=O)CC3CC3)[C@H]21 (mixture of isomers)	8	-1.9	-1	3	0.2	-5	0	-12
CN1C(=O)c2cc(NC(=O)c3cccs3)ccc2OC[C@@H]2O[C@H](CC(=O)NCC3CC3)CC[C@@H]21	?	-0.8	6	-6	0.2	.	-9	-2
COc1ccc(CCNC(=O)c2cnc3ccccn3c2=O)cc1	2	-2.3	-2	.	-0.1	-3	-31	-3
Cc1cccc(C(=O)NCC(=O)NCCSc2ccc(Br)cc2)c1	0	-0.4	.	-5	0.5	0	4	-2
O=C(NNC(=O)c1ccc(-c2ccccc2)cc1)Nc1ccccc1F	7	-1.0	-3	20	-0.1	-27	-8	-40
CO[C@H]1CN(C)C(=O)c2ccc(NS(C)(=O)=O)cc2OC[C@H](C)N(C(=O)C2CCC2)C[C@H]1C	-2	0.5	-3	4	-0.4	-1	1	-3
CO[C@@H]1CN(C)C(=O)c2ccc(NC(=O)c3cnccn3)cc2OC[C@@H](C)N(C)C[C@@H]1C	-10	-0.4	.	3	-0.2	-2	.	.
C[C@H]1CN([C@@H](C)CO)C(=O)c2cccc(NC(=O)c3nc4ccccc4s3)c2O[C@H]1CN(C)S(=O)(=O)c1cn(C)cn1	2	2.0	3	13	0.0	-1	.	3
O=C(C1CC1)N1CC2(C1)[C@H](c1ccccc1)[C@H](CO)N2Cc1cncnc1	0	0.4	.	5	0.0	-4	-5	-3
CC(C)C#Cc1cnc2c(c1)C(=O)N([C@H](C)CO)C[C@@H](C)[C@@H](CN(C)C(=O)Cc1ccccn1)O2	0	0.6	.	-2	-0.5	-4	-12	-5
COc1ccc(C2=NOC(C(=O)N3CCOCC3)C2)cc1OC (stereo not drawn)	-4	-0.3	-10	15	.	1	.	-19
COC(=O)[C@]1(C)N[C@H](CN(C)C(C)=O)[C@@H]2C(=O)N(Cc3ccccc3)C(=O)[C@@H]21	2	-1.4	-12	.	0.0	6	-7	-2
CCS(=O)(=O)N1CC(=O)N2[C@@H](CO)[C@H](c3ccc(C#CC4CCCCC4)cc3)[C@@H]2C1	6	1.6	.	-18	0.1	0	.	-11
COc1cc(OC)cc(C(=O)NCC(=O)N2CCN(c3ccc(O)cc3)CC2)c1	-3	4.1	8	-4	0.0	-5	1	-10

Going on with the list:
SMILES	DENV2 CPE	F508del corr	ARNT-TACC3 inh	GSIS activator	XiGFP reactiv	ERp5 inh	PAX8 reporter	EWS-Fli inh
C[C@@H]1CN([C@@H](C)CO)C(=O)c2c(c3ccccc3n2C)-c2ccccc2CO[C@@H]1CN(C)S(=O)(=O)Cc1ccccc1	3	3.3	5	-9	0.4	7	15	10
Cc1cccc(Nc2c([N+](=O)[O-])c(=O)n(C)c3ccccc23)c1	.	.	8	-7	0.1	.	14	.
CC(=O)C1=C(O)C(=O)N(Cc2ccccc2)C1c1ccc(F)cc1 (stereo not drawn)	4	-0.5	-9	20	0.4	4	-18	5
COc1ccc(NS(=O)(=O)NC(=O)c2c(C)n(C)c3ccccc23)cc1	6	1.1	.	-10	0.2	2	10	6
CN(C)C(=O)c1ccc(-c2cccc(-c3nc(C(=O)NC4CCC4)cc4c3[C@@H](CCO)N([S@](=O)C(C)(C)C)C4)c2)cc1	1	1.7	-3	-16	0.0	-4	11	8
O=S(=O)(c1ccc2nc(N3CCN(c4ccc(F)cc4)CC3)ccc2c1)N1CCCCC1	8	4.8	-2	10	0.0	13	-3	12
CCOc1ccccc1Nc1cc(C)nc2ccc(C)cc12	-1	2.3	1	.	0.2	.	13	20
O=C(O)CCN1C(=O)C2C3C=CC(C2C1=O)C1C(=O)N(CCC(=O)O)C(=O)C31 (stereo not drawn)	3	-0.7	-6	6	-0.1	2	-12	-2
O=[N+]([O-])c1ccc(CNc2cccc(Cl)c2)s1	17	.	3	.	-0.2	2	14	26
CCCN(C)C[C@@H]1Oc2ncc(C#CC3(O)CCCC3)cc2C(=O)N([C@@H](C)CO)C[C@@H]1C	1	-0.8	-3	-6	1.6	-3	.	3
COc1ccc(S(=O)(=O)Nc2cccc3c2O[C@@H](CN(C)S(=O)(=O)c2ccccc2)[C@@H](C)CN([C@H](C)CO)C3=O)cc1	-3	1.2	5	-9	0.0	.	9	-9
CCCC(=O)Nc1ccc2c(c1)C(=O)N(C)C[C@@H](OC)[C@@H](C)CN(C(=O)CN(C)C)[C@@H](C)CO2	-1	0.7	-4	1	0.0	0	.	-4
Cn1cccc1Cc1nnc(SCC(=O)Nc2ccc(F)cc2F)n1-c1ccc(F)cc1	5	0.6	.	-3	0.3	1	-1	1
COc1cc(CNC(=O)Nc2nc(C(N)Cc3ccc(Cl)cc3)cs2)cc(OC)c1OC (stereo not drawn)	?	4.1	.	5	0.0	-2	16	-7
Cc1ccc(-n2c(C)cc(/C=N/NC(=O)c3ccncc3)c2C)cc1C	-2	-1.1	9	-5	0.3	-3	11	-26
CS(=O)(=O)N1CCCC(C(=O)NCCCN2CCN(Cc3ccccc3)CC2)C1 (stereo not drawn)	6	-1.5	-1	22	.	0	.	8
CN(C)c1ccc(NC(=S)Nc2ccc3c(c2)c(=O)n(C)n3-c2ccc(C(C)(C)C)cc2)cc1	1	1.9	.	17	0.0	-2	17	-16
